CHT inh – inhibitors of human choline transporter CHT. B-score at 10 µM. CHT-expressing cells, membrane potential dye, choline response; hits give low values. 310,000 tested, 0.86% active;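 active = B-score over 3 SD under the library average, and starting fluorescence ratio not unusually high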;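 note: choline stimulus applied at its EC90 after an EC20 pre-addition; B-score computed on integrated fluorescence ratio after choline addition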
Target sequence (Q9GZV3 whole entry, looked up): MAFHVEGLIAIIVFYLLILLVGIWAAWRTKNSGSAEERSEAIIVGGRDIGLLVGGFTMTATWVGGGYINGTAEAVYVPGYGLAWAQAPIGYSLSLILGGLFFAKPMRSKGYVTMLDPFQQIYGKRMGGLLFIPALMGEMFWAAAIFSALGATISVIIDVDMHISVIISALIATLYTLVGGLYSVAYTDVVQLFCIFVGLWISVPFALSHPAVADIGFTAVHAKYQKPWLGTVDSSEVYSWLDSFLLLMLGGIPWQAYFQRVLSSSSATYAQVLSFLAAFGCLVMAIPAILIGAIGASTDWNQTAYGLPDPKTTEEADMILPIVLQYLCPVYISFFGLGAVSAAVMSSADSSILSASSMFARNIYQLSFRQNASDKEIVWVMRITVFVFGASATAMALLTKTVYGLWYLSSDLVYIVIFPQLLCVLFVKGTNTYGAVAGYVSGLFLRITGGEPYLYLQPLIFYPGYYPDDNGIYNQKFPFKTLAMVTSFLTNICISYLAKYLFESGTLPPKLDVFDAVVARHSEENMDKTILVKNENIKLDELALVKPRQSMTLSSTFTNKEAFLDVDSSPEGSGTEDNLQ
CHT PAM – human CHT allosteric activation. Q9GZV3. CHT-expressing cells, membrane potential dye, choline EC20; hits give high values; LV-AA mutant CHT in HEK293 cells. B-score at 10 µM. 310,000 tested, 0.49% active;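 active = initial fluorescence not abnormally high and integrated response B-score, plate-corrected, over 3 SD above library mean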
Calls only; i = inactive. Compounds as they come; about 1.4% have a hit in one of these screens.

SMILES	CHT inh	CHT PAM
Cc1onc(-c2c(Cl)cccc2Cl)c1C(=O)c1ccccc1	i	i
Cc1ccc(NC(=O)CN(C)CC(=O)Nc2ccc(F)c(Cl)c2)cc1	i	i
CCOC(=O)c1c(-c2ccccc2)nnn1-c1nc(OCC)nc(N2CCCCC2)n1	i	i
CCOc1cccc(CN2CCN(CCc3ccccc3)C(CCO)C2)c1O (stereo not given)	i	i
C#CCOCCOCCOCCNc1nc(N2CCN(C(=O)[C@H]([C@@H](C)O)n3cc(CCCCN)nn3)CC2)nc(N2CCN(C(=O)[C@H](C)n3cc(CCCN=C(N)N)nn3)CC2)n1	i	i
Cc1ccc(C(=O)N2CCCC2)c(F)c1F	i	i
CC(C)Cc1cc(-c2ccco2)c(C#N)c(N)n1	i	i
CCCCOP(=O)(c1ccc(N(C)C)cc1)C(O)c1c(Cl)cccc1Cl (stereo not given)	i	i
C[C@H]1CC[C@@]2(O[C@H](CCO)C[C@@H](O)[C@@H]2O)O1	i	i
CCN(c1ccccc1)S(=O)(=O)c1ccc(C(=O)Nc2nnc(COC)o2)cc1	i	i
COC(=O)C1=C(O)CSC1=Nc1ccccc1	i	i
CC(C)(C)C1=CC(=Nc2ccccc2N)C=C(C(C)(C)C)C1=O	i	i
CNc1nc(Sc2ccccc2)cc(C(F)(F)F)n1	i	i
COc1cc(/C(C)=N/N2CCN(c3ccccc3OC)CC2)ccc1O	i	i
Cc1cc(F)ccc1NCc1cc2c(cc1[N+](=O)[O-])OCO2	i	i
CSc1nsc(SCC(=O)N2CCc3ccccc32)n1	i	i
CC(=O)NCCn1c(SCc2ccc(C)cc2C)nc2ccccc2c1=O	i	i
O=C(Cc1nc2ccccc2[nH]1)N/N=C/c1ccccc1	i	i
CCOC(=O)C(NC(=O)Nc1ncccn1)(Oc1ccccc1)C(F)(F)F (stereo not given)	i	i
Cc1cc(C(=O)CN2CCC(C)CC2)c(C)n1-c1ccc(F)cc1	i	i
c1ccc2c(c1)CCN(c1ncnc3c1[nH]c1ccccc13)C2	i	i
CCOC(=O)c1c(CN2CCCCC2)n(C)c2cc(Br)c(OC)cc12	i	i
Cc1ccc(CNC(=O)c2cc(-c3ccccc3)nn2CC2CC(c3cccc([N+](=O)[O-])c3)=NO2)cc1 (stereo not given)	i	i
COCCn1nnnc1SCC(=O)N1CCCCC1	i	i
O=C(COc1ccc2c(c1)OCO2)Nc1cccc(F)c1	i	i
SMILES	CHT inh	CHT PAM
CCN(CC)c1ccc(C(=O)N/N=C/c2ccc(N3CCOCC3)cc2)cc1	i	i
N#Cc1c(N)nc2c3c(sc(=N)c2c1N)NC(=O)CC3c1c(F)cccc1Cl (stereo not given)	i	i
Clc1ccc(N2CCN(c3ccnc(Cl)n3)CC2)cc1	i	i
CN(Cc1ccccc1)C1(CNC(=O)CCC(F)(F)F)Cc2ccccc2C1	i	i
Cc1cc2nc(-c3ccc(SCC(=O)NC(C)C)nc3)[nH]c2cc1C	i	i
COc1ccc(CNc2ccc(Br)cc2)cc1	i	i
CCSc1ccccc1C(=O)N1CCN(Cc2ccc3c(c2)OCO3)CC1	i	i
Cc1nc2ccccc2c(=O)n1/N=C/c1ccc([N+](=O)[O-])o1	i	i
O=C(O)CCC(=O)Nc1ccc(/C=C/C(=O)C2CC2)cc1	i	i
COc1ccccc1CNC(=O)C1CCC(CNS(=O)(=O)c2ccccc2)CC1 (stereo not given)	i	i
CC1CN(C(C)C)C(C)CC1OC(=O)c1ccccc1 (stereo not given)	i	i
CCCc1cc(=O)oc2c(CN3CCN(C)CC3)c(O)ccc12	i	i
CCc1nnc(SCCSc2nnc(CC)n2N)n1N	i	i
Cc1ccc(-n2c(-c3ccccc3)n[nH]c2=S)cc1	i	i
CC1C(=O)N2CCCc3cc(NC(=O)C(=O)NCc4cccnc4)cc1c32 (stereo not given)	i	i
COc1ccc(/C=C\C(=O)c2c(O)ccc3c(C)cc(=O)oc23)cc1OC	i	i
O=Cc1ccc(-c2ccccc2OC(F)(F)F)o1	i	i
CCOc1cc(CN2CCCC(CO)(Cc3ccc(F)cc3F)C2)ccc1OC (stereo not given)	i	i
Cc1cc(OC(=O)Cc2cccc3ccccc23)c([N+](=O)[O-])c(=O)[nH]1	i	i
CCc1cc(C(=O)NC2CCCc3c2cnn3-c2cccc(C)c2C)n(C)n1 (stereo not given)	i	i
CCc1nnc(NC(=O)C2CC(=O)N(CCc3ccccc3)C2)s1 (stereo not given)	i	i
CC(C)C(C(=O)Nc1nccs1)c1ccc(Cl)cc1 (stereo not given)	i	i
COc1ccc(NC(=O)CSc2nnnn2-c2ccc(OC)cc2)cc1	i	i
O=C(CNC(=O)c1ccccc1)N/N=C/c1ccc([N+](=O)[O-])o1	i	i
CCCOc1ccc(N2CC(C(=O)NC3=NCCS3)CC2=O)cc1 (stereo not given)	i	i
SMILES	CHT inh	CHT PAM
O=C(NC(=S)NCc1cccnc1)c1cccc2ccccc12	i	i
COc1cccc(C2CC(c3ccc(Cl)cc3Cl)n3nc(N)nc3N2)c1 (stereo not given)	i	i
CCSc1nc(O)c(C(c2cccc(OC)c2)c2c(O)nc(SCC)[nH]c2=O)c(=O)[nH]1	i	i
N#CCCn1cc(C(=O)NCc2ccccc2)c(-c2cccs2)n1	i	i
O=C(O)CNC(=O)CC12CC3CC(CC(C3)C1)C2	i	i
CCc1nc2ccccc2c2nc3ccccc3n12	i	i
COC1=C/C(=C/c2c(N)n3nc(CC(=O)N4CCCC4)sc3nc2=O)C=CC1=O	i	i
O=C(CSc1ccccn1)c1ccc2c(c1)OCO2	i	i
O=S(=O)(c1ccc2c(c1)nc1n2CCC1)N1CCOCC1	i	i
CC(C)=CCC(C)(C)C1OCCN1C(=O)Nc1ccccc1 (stereo not given)	i	i
CCN1C(=O)C2C(c3ccccc3F)NC(Cc3ccc(O)cc3)(C(=O)OC)C2C1=O (stereo not given)	i	i
O=C(CCc1ccc(O)c(O)c1)N/N=C/c1ccc2c(c1)OCO2	i	i
CCCSc1nc(SCC(=O)NCc2ccccc2)c2c3c(sc2n1)COC(C)(C)C3	i	i
N#CC1=C(SCC(=O)NCc2ccccc2)NC(=O)CC1c1ccco1 (stereo not given)	i	i
CCOC(=O)c1[nH]c(C)c(C(=O)Nc2ccc(Cl)cc2)c1C	i	i
O=C(c1cc2cc(F)ccc2[nH]1)N1CCN(Cc2ccc3c(c2)OCO3)CC1	i	i
C=CCNC(=O)/C(C#N)=C/c1c(C)nn(-c2ccccc2)c1Cl	i	i
CCCn1cnc2cc(NCc3ccccn3)ccc21	i	i
COc1ccc(Cl)cc1NS(=O)(=O)c1cccc2cccnc12	i	i
COC(=O)c1ccc(CSc2nnc(CS(=O)Cc3ccc(Br)cc3)n2-c2ccccc2)cc1 (stereo not given)	i	i
CN(C)S(=O)(=O)c1ccc(N2CCCC2)c(C(=O)Nc2ccccc2Br)c1	i	i
CCCC1=C(C(=O)OCC)C(c2ccco2)C(C#N)=C(N)O1 (stereo not given)	i	i
Cc1ccc(CNC(=O)CN2C(=O)CSc3ccc(S(=O)(=O)N4CCCCC4)cc32)cc1	i	i
COc1ccccc1CNC(=O)N[C@@H](Cc1ccccc1)C(=O)O	i	i
COc1ccc(C)cc1NC(=O)COC(=O)C1CCN(C(=O)c2ccc(Cl)cc2)CC1	i	i
SMILES	CHT inh	CHT PAM
CCOC(=O)C(C)Sc1nnc(-c2c[nH]c3ccccc23)n1C (stereo not given)	i	i
O=C(Nc1ccccc1)C1=C[C@@H](c2coc3ccccc3c2=O)C[C@@H](OCc2ccc(CO)cc2)O1	i	i
N#Cc1nc(COc2ccc(-c3ccccc3)cc2)oc1NCCCN1CCOCC1	i	i
CCOC(=O)N1CCN(C(=O)c2ccc(S(=O)(=O)Nc3cccc(C(F)(F)F)c3)cc2)CC1	i	i
Cc1[nH]ccc(=O)c1Cc1c(Cl)cccc1Cl	i	i
O=C(CSc1nnc2ccc(-c3ccc(F)cc3)nn12)N1CCOCC1	i	i
Cc1ccc(C(=O)N/N=C\c2sccc2C)cn1	i	i
CCOC(=O)c1c(NC(=O)Cc2cccs2)sc(C(=O)NC2CCCCC2)c1C	i	i
COc1ccc(C(=O)NCc2ccc(N3CCN(C(=O)OC(C)(C)C)CC3)cc2)cc1	i	i
O=c1ncn(-c2cccc(F)c2)c2ncccc12	i	i
COc1ccc(CCN2CCC(Nc3nc4ccccc4n3Cc3ccc(F)cc3)CC2)cc1	i	i
Cc1ccc(CNC(=O)C2CCN(S(=O)(=O)N3CCCCC3)CC2)cc1	i	i
CCOC(=O)N1CCN(C(=O)C(=O)Nc2sc3c(c2C(N)=O)CC(C)(C)OC3)CC1	i	i
Cc1ccc2nc(SCC(=O)Nc3ccc(F)cc3F)[nH]c2c1	i	i
Cc1cc(OCC(O)CN2C(C)CCCC2C)ccc1C(C)C (stereo not given)	i	i
O=C1/C(=C/c2cccs2)SC(=S)N1c1cccc(O)c1	i	i
Cc1ccc(NC(=O)CCc2nc3sc4c(c3c(=O)[nH]2)CCCC4)nc1	i	i
COC(=O)c1sc(N2C(=O)C(=O)/C(=C(/O)c3ccccc3)C2c2ccco2)nc1C (stereo not given)	i	i
O=C(OCC#CCSc1nc2ccccc2o1)c1cc2ccccc2o1	i	i
CSc1nc(-c2ccccc2)nc(NC(C)=O)c1C(C)=O	i	i
Cc1ccc(NS(=O)(=O)c2ccc(CCC(=O)NCCCOC(C)C)cc2)cc1	i	i
CCn1c(-c2csc3c2CCC(C)C3)n[nH]c1=S (stereo not given)	i	i
O=C(NCCC1=CCCCC1)C1CCC(CNc2c(N3CCCC3)c(=O)c2=O)CC1 (stereo not given)	i	i
CC1Cc2ccccc2N1C(=O)Cn1cnc2ccccc21 (stereo not given)	i	i
COc1ccc2nc(SCC(=O)Nc3c(C)cc(C)cc3C)[nH]c2c1	i	i

A portion from the list above, as a working copy:
SMILES	CHT inh	CHT PAM
COc1ccc(C(=O)NCc2ccc(N3CCN(C(=O)OC(C)(C)C)CC3)cc2)cc1	i	i
O=c1ncn(-c2cccc(F)c2)c2ncccc12	i	i
COc1ccc(CCN2CCC(Nc3nc4ccccc4n3Cc3ccc(F)cc3)CC2)cc1	i	i
Cc1ccc(CNC(=O)C2CCN(S(=O)(=O)N3CCCCC3)CC2)cc1	i	i
CCOC(=O)N1CCN(C(=O)C(=O)Nc2sc3c(c2C(N)=O)CC(C)(C)OC3)CC1	i	i
Cc1ccc2nc(SCC(=O)Nc3ccc(F)cc3F)[nH]c2c1	i	i
Cc1cc(OCC(O)CN2C(C)CCCC2C)ccc1C(C)C (stereo not given)	i	i
O=C1/C(=C/c2cccs2)SC(=S)N1c1cccc(O)c1	i	i
Cc1ccc(NC(=O)CCc2nc3sc4c(c3c(=O)[nH]2)CCCC4)nc1	i	i
COC(=O)c1sc(N2C(=O)C(=O)/C(=C(/O)c3ccccc3)C2c2ccco2)nc1C (stereo not given)	i	i
O=C(OCC#CCSc1nc2ccccc2o1)c1cc2ccccc2o1	i	i
CSc1nc(-c2ccccc2)nc(NC(C)=O)c1C(C)=O	i	i
Cc1ccc(NS(=O)(=O)c2ccc(CCC(=O)NCCCOC(C)C)cc2)cc1	i	i
CCn1c(-c2csc3c2CCC(C)C3)n[nH]c1=S (stereo not given)	i	i
O=C(NCCC1=CCCCC1)C1CCC(CNc2c(N3CCCC3)c(=O)c2=O)CC1 (stereo not given)	i	i
CC1Cc2ccccc2N1C(=O)Cn1cnc2ccccc21 (stereo not given)	i	i
COc1ccc2nc(SCC(=O)Nc3c(C)cc(C)cc3C)[nH]c2c1	i	i

More results follow.
SMILES	CHT inh	CHT PAM
COC(=O)CNC(=O)COC(=O)c1cc(F)c(F)cc1Cl	i	i
CCOc1ccc(C2/C(=C(\O)c3ccc4c(c3)OCCO4)C(=O)C(=O)N2CCN2CCOCC2)cc1OC (stereo not given)	i	i
CCOC(=O)N1CCN(C(=O)c2ccc3c(c2)NC(=O)/C(=C/c2ccccc2)S3)CC1	i	i
CCN(CCNC(=O)C1CCCN(S(=O)(=O)c2cnc[nH]2)C1)c1ccccc1 (stereo not given)	i	i
COc1ccc(CCN2C(=O)CC(N3CCC(C(N)=O)CC3)C2=O)cc1OC (stereo not given)	i	i
c1ccc2c(c1)OCC(CNc1ncnc3sccc13)O2 (stereo not given)	i	i
COc1ccc(C2=NOC(C(=O)Nc3cccnc3)C2)cc1 (stereo not given)	i	i
Nc1ncnc2c1ncn2[C@@H]1O[C@H](COP(=O)(O)OP(=O)(O)OP(=O)(O)O)[C@@H](O)[C@H]1O	i	i
O=C(NC1CCCCC1)C(c1ccccn1)N(C(=O)Cc1cccs1)c1ccc(Cl)cc1 (stereo not given)	i	i
COc1ccc(C(=O)Nc2cc(-c3nn4c(C)nnc4s3)ccc2C)cc1	i	i
O=C(Nc1ccccc1C(=O)N1CCCC1)c1ncoc1-c1cccc(Cl)c1	i	i
Cc1c(C)n(C)c2ccc(C(=O)NCCCN3CCCCC3C)cc12 (stereo not given)	i	i
O=C1C2Sc3[nH]c(=O)sc3C(c3ccccc3)C2C(=O)N1c1ccc(Cl)cc1 (stereo not given)	i	i
Cc1ccc(C)c(S(=O)(=O)N2CCN(C(=O)Cn3c(C(F)(F)F)nc4ccccc43)CC2)c1	i	i
COc1cccc(N2CC(C(=O)Nc3nnc(SCc4cccnc4)s3)CC2=O)c1 (stereo not given)	i	i
O=C(Nc1ccc(Cl)c(C(F)(F)F)c1)[C@@H]1CC=C[C@@H]2CCN(Cc3ccc(Cl)c(Cl)c3)C(=O)[C@@H]21	i	i
CCCC(c1nnnn1Cc1ccco1)N1CCN(C2CCCC2)CC1 (stereo not given)	i	i
CC(=O)Nc1cccc(Oc2ccc(-c3noc(C)n3)cc2)c1	i	i
CN(C)c1ccc(/C=C2\C(=N)N3C(=NC2=O)Sc2cc(S(C)(=O)=O)ccc23)cc1	i	i
C=CCNC(=O)CN1C(=O)c2cccc3cccc1c23	i	i
Nc1nccc(/C=C/c2c(Cl)cccc2Cl)n1	i	i
Cc1ccc(S(=O)(=O)N(C)C)cc1NC(=O)COC(=O)c1c(-c2ccccc2)noc1C	i	i
CC(C)CC(=O)N1CCN(S(C)(=O)=O)CC1	i	i
CC(C)CSc1nnc2[nH]c(=O)cc(N)n12	i	i

Screening data: PubChem BioAssay, Johns Hopkins Ion Channel Center
